PNC inhibitor: inhibitors of perinucleolar compartment assembly | AID 2417 | PC3M PTB-GFP, PNC prevalence imaging, 16 h; active compounds read low | hit rate 3.1% among 140,000 | activity change (PNC), negative = inhibition, % at 10 µM;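 active = readout at or below -70, meaning at least 70% loss of cells showing the perinucleolar compartment, a nuclear body marking cancer cells; inconclusive = readout between -30 and a set limit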;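 note: plate controls were DMSO wells for no effect and camptothecin positive control wells for full effect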
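Read-out is percentage of cells bearing a perinucleolar compartment, from automated 20x imaging of fixed, Hoechst-stained PC3M PTB-GFP cells. Cells were seeded 4 h, then exposed 16 h to compound (23 nl of library stock) in duplicate plates.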
ALOX12 inhib: inhibitors of human 12-lipoxygenase (ALOX12); purified 12-hLO, xylenol orange hydroperoxide absorbance; Potency, µM (titrated, usually from 57.1 µM), without a hit: at the top dose activity change, negative = inhibition, usual class: inhibitors; hit rate 0.12% among 150,000; note: potency is the fitted concentration of half-maximal effect; nearly all actives have a fitted effect of over 55% in size; many of its hits are not listed in these tables
Target sequence (P18054 whole entry, looked up): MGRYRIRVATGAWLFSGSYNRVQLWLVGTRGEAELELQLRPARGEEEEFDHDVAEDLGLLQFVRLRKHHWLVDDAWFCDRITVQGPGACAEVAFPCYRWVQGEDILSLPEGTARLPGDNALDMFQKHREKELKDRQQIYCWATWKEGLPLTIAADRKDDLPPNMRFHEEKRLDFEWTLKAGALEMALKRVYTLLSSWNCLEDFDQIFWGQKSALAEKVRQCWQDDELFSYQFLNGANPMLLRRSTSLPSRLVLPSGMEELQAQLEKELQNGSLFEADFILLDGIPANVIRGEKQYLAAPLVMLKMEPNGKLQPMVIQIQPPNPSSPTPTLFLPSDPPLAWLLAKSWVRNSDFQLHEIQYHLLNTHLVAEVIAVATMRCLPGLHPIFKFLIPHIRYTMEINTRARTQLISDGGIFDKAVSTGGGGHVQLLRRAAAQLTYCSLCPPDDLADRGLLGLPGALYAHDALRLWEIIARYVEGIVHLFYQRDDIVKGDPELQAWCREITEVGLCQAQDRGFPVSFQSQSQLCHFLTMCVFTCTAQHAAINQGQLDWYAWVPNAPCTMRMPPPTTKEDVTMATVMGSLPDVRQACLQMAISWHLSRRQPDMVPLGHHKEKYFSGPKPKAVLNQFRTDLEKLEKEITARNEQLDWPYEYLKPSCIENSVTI
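Hydroperoxide output read as Fe(III)-xylenol orange absorbance, 573-to-405 nm ratio, after 30 min reaction with 40 uM arachidonic acid. Enzyme: 150 nM purified human 12hLO, 15 min compound preincubation; 25 mM Hepes pH 7.0, room temperature.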
15-hLO-2 inh: inhibitors of human 15-lipoxygenase 2 (ALOX15B); hit rate 0.56% among 110,000; purified 15hLO-2, xylenol orange hydroperoxide absorbance; O15296; Potency, µM (series often up to 57.1 µM), inactives show at the top dose activity change, negative = inhibition, hits mostly inhibitors; note: potency is the fitted concentration of half-maximal effect; nearly all actives have a fitted effect of over 60% in size; many of its hits are not listed in these tables
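Purified human 15hLO-2 (50 nM final) preincubated with compounds 15 min at room temperature in 25 mM Hepes pH 7.5, 0.01% Triton X-100, then 45 uM arachidonic acid added for 90 min; hydroperoxide detected via ferrous/xylenol orange, 573/405 nm absorbance ratio.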
IMPase inh: IMPase inhibition in cells. P97697. CHO-M1 cells, IP1 accumulation, HTRF TR-FRET ratio. inhibition (IP1 accumulation), % at 46.1 µM. 120,000 tested, under 10 active. AID 901; active = well fitted curve in the direction sought with a large enough effect in the signal ratio, not every such curve was filed as active; inconclusive = small, poorly fitted or top-dose-only effect, or a change in a side signal; inactive = no such curve, though single readings can be large or run the other way; the % refers to the signal ratio;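 note: cells stimulated with carbachol in lithium chloride buffer; plate controls were DMSO basal wells for no effect and reference inhibitor wells for full effect; higher means more IMPase inhibition seen as more IP1 and lower FRET ratio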
Target sequence (P97697 whole entry, looked up): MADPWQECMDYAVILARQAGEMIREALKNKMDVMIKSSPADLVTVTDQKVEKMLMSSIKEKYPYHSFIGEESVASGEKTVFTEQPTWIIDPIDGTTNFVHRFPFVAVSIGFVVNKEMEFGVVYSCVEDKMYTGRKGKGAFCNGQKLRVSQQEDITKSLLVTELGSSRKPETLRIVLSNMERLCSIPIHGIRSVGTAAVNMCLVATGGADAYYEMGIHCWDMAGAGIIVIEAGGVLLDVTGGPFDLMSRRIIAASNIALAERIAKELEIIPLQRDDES
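Carbachol-driven Gq signalling in CHO-M1 cells (2000/well) generates IP1. Compounds that block IMPase raise IP1 and so reduce the FRET signal from Eu-anti-IP1 and d2-IP1 after a 10 min room-temperature lysis.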
* hit, by the source's call; u = inconclusive; x = no result given; & = joins results of further samples; [ ] = another dose, or the depositor's remark. Unless noted, calls come from the whole dose curve; as a rule, active = well fitted curve in the direction sought with a large enough effect; inconclusive = small, poorly fitted or top-dose-only effect, or another doubt; inactive = no such curve, though single readings can be large; an effect the other way counts as inactive or inconclusive. Unless noted, % is set by controls: 0 for no effect and ±100 for the full control effect. A portion of the library, so the mix of outcomes need not match the whole.

SMILES	PNC inhibitor	ALOX12 inhib	15-hLO-2 inh	IMPase inh
CCCOc1ccc(-c2c(=O)n(OCc3ccc([N+](=O)[O-])cc3)c3ccccc3[n+]2[O-])cc1	7	-1%	x	-7
Cc1cc(C(=O)CSc2nc3ccccc3[nH]2)c(C)n1CC1CCCO1 (stereo not drawn)	-3	4%	-5%	15
CCCCc1cc2c(c(NC(=O)CC)n1)c(=O)oc1ccccc12	u	-4%	1%	13
O=Cc1cccn1-c1sc2c(c1C(=O)O)CCCC2	22	1%	x	x
CC(=O)N1CCC2(CCN(Cc3cc(C(F)(F)F)cc(C(F)(F)F)c3)CC2)CC1	x	-3%	22%	x
CN(C)S(=O)(=O)N1CCC(c2ccc(F)cc2)C(COc2ccc3c(c2)OCO3)C1 (stereo not drawn)	-4	-11%	-11%	7
COc1cccc(-c2cc(=O)c3cc(NC(=O)c4ccccc4)ccc3[nH]2)c1	u	1%[0.00818 µM]	-12%[0.0915 µM]	x
CC1S/C(=N/N=C2CCC(C(C)(C)C)CC2)NC1=O (stereo not drawn)	20	4%	x	7
Clc1ccc2c(c1)C1OCCC1C(c1ccco1)N2 (stereo not drawn)	36	-20%	-16%	-10
COc1ccc(OC)c(NC(=O)CCNS(=O)(=O)c2cccs2)c1	11	0%	x	-5
O=C(NCc1cccs1)C(NS(=O)(=O)c1cccc2nsnc12)c1ccccc1 (stereo not drawn)	46	1%	3%	-2
CCCCN(C(=O)CSc1nnc(-c2ccccc2)n1C)c1c(N)n(Cc2ccccc2)c(=O)[nH]c1=O	52	1%	x	-5
CC(N=C(NC#N)Nc1ccncc1)C(C)(C)C (stereo not drawn)	33	-1%&-6%	-5%	x
COc1ccc2sc3ccccc3c(=O)c2c1OC	-19	-2%	-10%	u
Cc1cccc(C)c1OCCCCc1c(C)n[nH]c1C	-4	-9%	33%[activator]	9
CCc1c(C)nc2c(C#N)c[nH]n2c1=O	6	-3%	8%	-15
Cc1cccc(C(=O)N[C@H](C(=O)Nc2cc(S(=O)(=O)N3CCCCC3)ccc2C)C(C)C)c1	u	1%	x	11
CC(=O)NC1=NN(c2ccccc2)C(=O)C1	86	0%	-5%	6
O=C(O)/C=C\C(=O)Nc1ccc(Oc2ccccc2)cc1	13	0%	-8%	1
Cc1cccc2c(C(=O)O)c3c(nc12)CCCCC3	u	2%	0%	0
CCN(CC)C(=O)c1ccccc1NS(=O)(=O)c1ccc(C)cc1	41	-3%	-9%	-3
Cc1nnc(NC(=O)CCCOc2ccccc2)s1	0	-3%	-13%	3
Cc1ccc(-c2nn3c(C)nnc3s2)cc1NC(=O)c1cccs1	16	8%	24%	0
CC1=C(C(=O)Nc2ccccc2)C(c2ccco2)C(C#N)=C(SCC(=O)Nc2cccc(C)c2C)N1 (stereo not drawn)	-82*	-1%	-3%	6
COC(=O)c1sccc1NC(=O)c1ccc(Cl)s1	6	-1%	2%	13
CC(Oc1ccc2c(-c3ccccc3)cc(=O)oc2c1)C(=O)O (stereo not drawn)	33	4%	0%	-7
Cc1cccc(C(=O)NNC(=O)C2CCCO2)c1 (stereo not drawn)	101	1%	-5%	-6
O=C(CSc1nnc(CNc2ccc(F)cc2)o1)N1CCN(C(=O)c2ccco2)CC1	21	0%	-4%	-7
Cc1c(C(=O)NC2CCCc3ccccc32)oc2ccc(S(=O)(=O)N3CCCC3)cc12 (stereo not drawn)	-1	7%	-4%	8
O=C(CSc1n[nH]c(=O)n1C1CC1)Nc1cc(Cl)ccc1Oc1ccccc1	-29	-6%	-1%	1
COC(=O)C1=C(C)N(Cc2ccco2)C(=O)N[C@H]1c1ccc(Br)cc1	u	0%	x	x
O=C(COc1ccc(S(=O)(=O)NC2CCCCC2)cc1)NCc1cccnc1	14	0%	1%	22
O=C(CC1Nc2ccccc2NC1=O)NCCCN1CCCCCC1 (stereo not drawn)	-1	5%	33%[activator]	3
COc1ccc(NC(=O)CN(c2cccc(C(F)(F)F)c2)S(C)(=O)=O)cc1OC	24	0%	-3%	5
C/C(=C/Cc1c(O)cc2oc(C)cc(=O)c2c1O)COC1OC(CO)C(O)C(O)C1O (stereo not drawn)	25	0%	x	x
O=c1[nH]c(CN2CCCCC2)nc2c1C1(CCCCC1)Cc1ccccc1-2	u	5%	48%[activator]	-6
COc1ccc(CN2CCN(C(=O)c3ccco3)CC2)cc1OCc1ccccc1	12	-2%	-7%	u
Clc1ccc(Nc2ccc(-n3ccnc3)nn2)cc1Cl	-14	-17%	63%[activator]	-10
COc1ccc(CNC(=O)COC(=O)CCCOc2ccc(Cl)cc2Cl)cc1OC	7	-5%	x	x
CCOc1cc(C)nc(NCc2ccccc2)n1	42	1%	25%	1
Cc1nc2ccc(S(=O)(=O)NC(C(=O)NCc3ccc4c(c3)OCO4)C(C)C)cc2s1 (stereo not drawn)	12	-3%	0%	10
CN1c2ccccc2N(C)C1c1c(O)ccc2ccccc12	297	3%	x	14
COCCNC(=O)c1onc(CSc2ccc(Cl)cc2)c1C(=O)O	15	5%	-12%	u
Cc1cccc(C)c1Nc1nnc(SCc2cn3cccc(C)c3n2)s1	13	-3%	x	8
CCCC1(C(=O)OC)NC(c2cccc(F)c2)C2C(=O)N(CC)C(=O)C21 (stereo not drawn)	-28	4%	13%	10
NC(N)=Nc1nc(C2COc3ccccc3O2)cs1 (stereo not drawn)	18	-4%	x	12
CC(=O)OC1CC(OC(C)=O)[C@]2(C)C(CC(OC(C)=O)[C@]3(C)C2CC[C@@]2(C)C(c4ccoc4)OC(=O)C4O[C@]432)C1(C)C (stereo partly drawn)	x	-1%	-5%	x
COCCn1c(SCC(=O)Nc2ccc(NC(=O)c3ccco3)c(OC)c2)nc2ccccc2c1=O	14	-2%	-18%	-2
CN1C(=O)c2ccccc2N(C)C1c1cccs1 (stereo not drawn)	8	-9%	-2%	-2
COc1ccc(-c2cc(-c3cc(OC)ccc3O)[nH]n2)cc1	u	-23%	-1%	7
COc1cc(C(C(=O)NC(C)(C)C)N(Cc2ccc3c(c2)OCO3)C(=O)c2cnccn2)cc(OC)c1OC (stereo not drawn)	-21	4%	-13%	5
O=C(c1ccco1)c1cn[nH]c1-c1ccc(Cl)cc1O	-1	-20%	-8%	-8
CCOC(=O)c1ccc(N2C(=O)c3n[nH]c(C)c3C2c2ccc(OC)cc2)cc1 (stereo not drawn)	u	-29%	1%	12
CCCCOc1ccc(/C(O)=C2/C(=O)C(=O)N(CCCOC)C2c2ccncc2)cc1 (stereo not drawn)	-16	-7%	-4%	-25
COc1ccc(Cc2c(O)nc[nH]c2=O)cc1	13	-1%	-6%	-5
COC(=O)c1cc(=O)c2c([N+](=O)[O-])ccc(OC)c2o1	3	-1%	x	x
CCCCCCCC(=O)OCC(=O)[C@@]1(O)CC[C@H]2[C@@H]3CCC4=CC(=O)CC[C@]4(C)[C@H]3[C@@H](O)C[C@@]21C	55	1%	x	x
CCOc1ccccc1CNC(=O)CCCc1cn(C)c2ccccc12	u	-4%	x	x
Cc1cc(C(=O)OCC(=O)N2C(C)CCCC2C)c(C)o1 (stereo not drawn)	-24	-2%	3%	-1
Cc1ccccc1N1C(=O)C2C3C=CC(C2C1=O)N(C)C3=O (stereo not drawn)	-7	1%	x	3

Seven of the compounds above, in CSV form.
SMILES,PNC inhibitor,ALOX12 inhib,15-hLO-2 inh,IMPase inh
CCOC(=O)c1ccc(N2C(=O)c3n[nH]c(C)c3C2c2ccc(OC)cc2)cc1 (stereo not drawn),u,-29%,1%,12
CCCCOc1ccc(/C(O)=C2/C(=O)C(=O)N(CCCOC)C2c2ccncc2)cc1 (stereo not drawn),-16,-7%,-4%,-25
COc1ccc(Cc2c(O)nc[nH]c2=O)cc1,13,-1%,-6%,-5
COC(=O)c1cc(=O)c2c([N+](=O)[O-])ccc(OC)c2o1,3,-1%,x,x
CCCCCCCC(=O)OCC(=O)[C@@]1(O)CC[C@H]2[C@@H]3CCC4=CC(=O)CC[C@]4(C)[C@H]3[C@@H](O)C[C@@]21C,55,1%,x,x
CCOc1ccccc1CNC(=O)CCCc1cn(C)c2ccccc12,u,-4%,x,x
Cc1cc(C(=O)OCC(=O)N2C(C)CCCC2C)c(C)o1 (stereo not drawn),-24,-2%,3%,-1

The listing continues.
SMILES	PNC inhibitor	ALOX12 inhib	15-hLO-2 inh	IMPase inh
Cc1ccc(Cn2cnc3sc4c(c3c2=O)CCC4)c(C)c1	-8	-4%	x	9
COc1ccc2[nH]c(=O)c(CN(C(=O)C3CCCO3)c3cccc(C)c3)cc2c1 (stereo not drawn)	26	-3%	-2%	-2
FC(F)(F)c1ccc(CN2C[C@@H]3C(c4ccccc4)C4(c5cccnc5)CC3(C4)[C@H]2c2ccccc2)cc1 (stereo partly drawn)	x	0%	25%	x
O=c1cc(-c2ccc(O)c(-c3c(O)cc(O)c4c(=O)cc(-c5ccc(O)cc5)oc34)c2)oc2cc(O)cc(O)c12	-21	-13%	x	x
COc1ccc(N2C(=O)CCC2=O)cc1	-21	-7%	-2%	-12
CC(NC(=O)CCl)c1ccc(Cl)c(Cl)c1 (stereo not drawn)	-24	-2%	-1%	0
O=C(CSc1nc2ccccc2c(=O)[nH]1)N1CCCCC1	41	-4%	6%	9
CC(C)(C)c1ccc(-c2nnc3sc(-c4ccccn4)nn23)cc1	28	7%	15%	-1
Cn1c(=S)[nH]c2[nH]c(=O)cnc2c1=O	-27	3%	x	x
Cc1ccc(S(=O)(=O)N2CCOCC2)cc1C(=O)N1C(=O)c2cccc(N)c2C1=O	24	-1%	-12%	-2
CCOC(=O)c1c(NC(=O)c2ccccc2Cl)sc2c1CCc1ccccc1-2	-3	-4%	x	x
CCOC(=O)N1CCN(CC(O)COc2ccccc2C(C)(C)C)CC1 (stereo not drawn)	9	-2%	x	x
COC(=O)NCC(C)OC(=O)Nc1cccc(Cl)c1 (stereo not drawn)	u	4%	0%	-3
O=C1C(=O)N(CCN2CCCCC2)c2ccccc21	u	-2%	x	-8
COC(=O)c1ccc(CSc2nc3c(cnn3-c3ccc(Cl)cc3)c(=O)[nH]2)o1	34	0%	-10%	-9
Cc1c(Nc2nc3ccccc3nc2NS(=O)(=O)c2cccc(Cl)c2)c(=O)n(-c2ccccc2)n1C	39	5%	x	x
COc1ccc(-c2cccc(-c3cc(=O)oc4cc5c(cc34)OCO5)c2)cc1	x	1%[0.00818 µM]	-15%[0.0915 µM]	x
CCN(CCCNC(=O)C1CCC(=O)N1Cc1ccccc1Cl)c1cccc(C)c1 (stereo not drawn)	u	1%	-9%	6
COc1ccc(C(=O)COC(=O)c2ccc3ccccc3n2)cc1	-90*	-2%	x	x
CCOC(=O)C1=C(N)Oc2ccc(Br)cc2[C@@H]1[C@@H](C#N)C(=O)OCC	x	-6%	5%	8
CCCCNC(=S)NC(=O)c1ccccc1Br	8	-8%	x	x
COc1ccc(Cn2c3nc4ccccc4nc3c3c(=O)n(Cc4ccco4)c(C)nc32)cc1	20	-12%	u	-9
CC1CN(C(=O)c2cc3cc(Cl)cc(Cl)c3oc2=O)CC(C)O1 (stereo not drawn)	27	7%	x	-7
CCc1cccc(NC(=O)C2CCN(S(=O)(=O)c3cccs3)CC2)c1	14	-3%	-1%	-1
COc1c(F)c(F)c(C(=O)O)c(Nc2ccc(C)cc2)c1F	32	1%	-16%	2
O=C(O/N=C1/CCSc2ccccc21)c1ccc(F)cc1	38	-8%	-6%	-2
COc1ccc(C)c(Cn2c(-c3nonc3N)nc3ccccc32)c1	u	-7%	9%	13
COc1ccc(CCNC(=O)CCc2ccc(S(=O)(=O)NC(C)C)cc2)cc1	17	2%	x	x
CCCCOc1cccc(C(=O)Nc2ccc(N3CCN(CC)CC3)cc2)c1	u	4%	35%[activator]	32[activator]
O=c1[nH]c2ccccc2n1C1CCCCC1	-14	-7%	-1%	-6

Screening results (PubChem)
